NPY1 pot ag: human NPY-Y1 potentiation or agonism, primary screen | P25929 | NPY-Y1 expressing cells, potentiator/agonist activation | activation, % at 3.6 µM | 220,000 tested, 0.37% active; in the data active = activation above about 33%, passing the limit was not always enough;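 also: cells stimulated with NPY at EC10 then isoproterenol at EC100; 0% = low agonist plus stimulus and 100% = saturating agonist plus stimulus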
Target sequence (P25929 whole entry, looked up): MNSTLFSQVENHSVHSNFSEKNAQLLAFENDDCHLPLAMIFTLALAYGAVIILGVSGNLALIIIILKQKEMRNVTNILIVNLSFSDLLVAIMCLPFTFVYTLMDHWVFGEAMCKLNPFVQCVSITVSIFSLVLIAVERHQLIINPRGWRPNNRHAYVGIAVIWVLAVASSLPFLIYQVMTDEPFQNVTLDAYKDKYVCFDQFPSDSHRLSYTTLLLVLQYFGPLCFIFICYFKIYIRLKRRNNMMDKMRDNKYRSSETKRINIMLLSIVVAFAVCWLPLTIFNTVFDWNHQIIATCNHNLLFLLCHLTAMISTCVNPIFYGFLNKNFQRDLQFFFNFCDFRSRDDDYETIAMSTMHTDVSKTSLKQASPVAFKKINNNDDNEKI
NPY2 pot ag: human NPY-Y2 potentiation or agonism, primary screen; AID 1359; activation, % at 3.6 µM; P49146; 220,000 tested, 0.45% active; cells expressing NPY-Y2, potentiator/agonist read-out; in the data active = activation above about 27%;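 also: cells stimulated with NPY near EC25 plus isoproterenol at EC100; 0% = vehicle plus submaximal agonist and 100% = vehicle plus saturating agonist; some results beyond the cut were filed as inactive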
NPY Y1 blocker: antagonists of human neuropeptide Y receptor Y1; P25929; HEK293-CNG Y1 cells, membrane potential fluorescence; NPY at EC95, then isoproterenol; inhibition, % at 3.6 µM; 200,000 tested, 1% active; AID 1040;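 active = inhibition above the campaign mean inhibition of all tested compounds plus 3 SD, cut at about 20% in these data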;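 also: 0% = DMSO wells given NPY plus isoproterenol and 100% = isoproterenol alone without NPY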
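Material: HEK293 Y1/CNG channel cell line | Also added: NPY (25 nM), isoproterenol (1 µM), Ro 20-1724 (25 µM) | Compound: One concentration, 3.6 µM, in 0.4% DMSO | Schedule: 3 h dye uptake, 1 h room-temperature compound, 45 min post-isoproterenol | Signal: Membrane-potential fluorescent dye readout | Read-out: % inhibition of NPY effect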
CHOP inhibitor: blocks CHOP induction under ER stress; inhibition, % at 10 µM; CHO-K1 CHOP-promoter luciferase, tunicamycin-induced, 15-18 h; 220,000 tested, 3.8% active; AID 2732;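 active = compounds that reduced the stress-induced luciferase reporter signal by more than about 70% of percent inhibition, limit read from the data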;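 also: 0% = tunicamycin plus vehicle and 100% = wells without tunicamycin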
S1P4 antag: human S1P4 receptor antagonism. O95977. AID 1510. S1P4-expressing cells, antagonist mode, reporter read-out. 220,000 tested, 0.26% active. inhibition, % at 4.98 µM; in the data active = inhibition above about 29%;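 also: 0% = wells stimulated with agonist and 100% = vehicle wells without agonist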
Ba/F3 V617F tox: lowers viability of Ba/F3 cells expressing EpoR and JAK2V617F; 220,000 tested, 1.1% active; AID 1446; ATP luminescence; inhibition, % at 5.6 µM;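 active = inhibition above the campaign mean plus 3 SD over all tested compounds, cut at about 24% in these data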;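 also: cytokine-independent growth of Ba/F3 cells driven by EpoR plus mutant JAK2; 0% = DMSO-treated cells and 100% = JAK inhibitor I control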
p47phox inh: blocks human p47phox regulatory protein of NADPH oxidases; p47phox/p22phox peptide binding, fluorescence polarization, 2 h; 220,000 tested, 0.53% active; AID 1274; P14598; inhibition, % at 24.7 µM;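 active = inhibition above about 30%, limit read from the data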;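 also: 0% = p47phox with labelled peptide and 100% = labelled peptide alone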
Target sequence (P14598 whole entry, looked up): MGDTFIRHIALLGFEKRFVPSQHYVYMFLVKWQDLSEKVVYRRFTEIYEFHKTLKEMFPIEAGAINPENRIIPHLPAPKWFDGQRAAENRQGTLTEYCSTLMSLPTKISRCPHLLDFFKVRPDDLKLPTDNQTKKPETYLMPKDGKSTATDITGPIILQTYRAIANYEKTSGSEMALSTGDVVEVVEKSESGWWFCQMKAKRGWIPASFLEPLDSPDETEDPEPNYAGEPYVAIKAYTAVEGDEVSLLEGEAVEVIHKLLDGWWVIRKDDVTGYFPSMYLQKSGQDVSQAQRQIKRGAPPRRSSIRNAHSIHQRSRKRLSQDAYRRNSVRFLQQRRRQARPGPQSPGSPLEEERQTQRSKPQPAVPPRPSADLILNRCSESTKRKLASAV
BaF3 parental: parental Ba/F3 viability inhibition as JAK2V617F counter-screen; CellTiter-Glo ATP luminescence; inhibition, % at 5.6 µM; 220,000 tested, 1.1% active;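 active = inhibition above a per-campaign cutoff, the mean inhibition of all tested compounds plus 3 SD, cut at about 27% in these data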;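 also: 0% = DMSO wells and 100% = JAK Inhibitor I control wells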
S1P4 agonist: activates the human S1P4 receptor; O95977; S1P4-expressing cell line, agonist reporter assay; activation, % at 4.98 µM; 220,000 tested, 0.35% active; AID 1509; in the data active = activation above about 11%;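 also: 0% = DMSO vehicle and 100% = reference agonist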
* hit, by the source's call; . = no result given.

SMILES	NPY1 pot ag	NPY2 pot ag	NPY Y1 blocker	CHOP inhibitor	S1P4 antag	Ba/F3 V617F tox	p47phox inh	BaF3 parental	S1P4 agonist
CC(=O)Nc1ccc(S(=O)(=O)Nc2cccn(Cc3ccc(C)cc3)c2=O)cc1	11.8	-2.6	-2.5	11.1	-6.0	-3.4	0.6	6.5	-0.3
O=C(C(NS(=O)(=O)c1cccs1)c1ccccc1)N1CCN(c2ccccc2F)CC1 (stereo not given)	-14.8	7.5	3.8	34.5	-9.4	1.8	-3.6	2.2	-1.7
O=c1[nH][nH]c(-c2ccccc2)c1C=Nc1ccc(F)cc1F	-6.3	9.5	-0.2	15.5	11.9	-2.2	1.1	3.5	1.0
Cc1ccc(C(=O)n2nnc3ccccc32)cc1	1.2	1.7	6.1	.	-16.6	-4.3	.	2.4	-0.8
CCC(C)NC(=O)CN1C(=O)NC2NC(=O)NC21 (stereo not given)	9.0	2.9	.	-6.5	-6.4	-2.1	-9.1	-7.4	1.1
O=S(=O)(Cc1ccccc1)N1CCn2c(nc3ccccc32)C1	-2.5	8.7	8.7	8.9	-28.0	-2.6	-1.4	1.9	-2.4
CC1CC(C)CN(CCCSc2ccccc2)C1 (stereo not given)	2.3	-2.0	7.5	15.0	-21.9	4.4	2.8	4.8	-0.5
COc1cccc(Nc2ccc(-n3ccnc3)nn2)c1	-1.4	-13.8	-0.6	1.5	2.6	-0.2	.	3.0	1.1
Cc1nc(N2CCC(C)CC2)c2c(C)c(C(=O)O)sc2n1	12.4	10.6	-7.8	-6.4	-51.0	0.5	3.4	6.8	-2.1
CC(C)CC(c1nnnn1C1CCCC1)N1CCN(C(=O)c2ccco2)CC1 (stereo not given)	6.3	-15.8	7.1	10.8	-104.9	-4.1	-1.9	-1.5	1.5
c1ccc(OCc2nnc3sc(-c4cccs4)nn23)cc1	-11.4	-9.2	4.2	-8.5	-15.0	1.8	-8.3	10.1	0.1
Cc1cccc(OCC(=O)N=Nc2c(O)[nH]c3ccc([N+](=O)[O-])cc23)c1	-1.4	-0.3	.	-7.2	-1.0	4.2	-6.5	-3.3	0.4
Cc1ccc(C(=O)c2ccc(C)cc2)cc1	0.5	10.2	4.9	16.8	5.3	-0.5	-3.9	2.8	2.6
C=CCNC(=S)NNC(=O)c1cccn(Cc2cccc(Cl)c2)c1=O	7.4	-7.5	-1.1	8.3	-0.8	4.6	-12.8	0.7	0.2
CC(NC(=O)c1cc2c(s1)CCCC2)C(C)(C)C (stereo not given)	-16.0	-4.5	4.6	-12.3	5.2	-0.8	-16.8	3.3	-1.4
Cc1c(C(=O)Nc2nc3ccccc3[nH]2)oc2c(Cl)cccc12	-44.3	-12.7	-0.5	-32.4	-19.4	-1.3	-22.6	5.8	0.4
Cc1nc2c(C#N)cnn2c2c1CCNN2C	7.8	7.3	-0.8	7.8	9.3	1.4	-7.5	4.7	0.7
O=C(CSc1n[nH]c(-c2ccccc2)n1)Nc1ncccn1	11.3	0.8	-5.0	-23.3	-15.8	-1.5	7.7	3.8	0.1
O=C(NCCc1c[nH]c2ccccc12)C(=O)NCC1OCCN1S(=O)(=O)c1ccccc1 (stereo not given)	3.8	4.8	-6.4	8.7	2.4	-1.4	-4.4	2.2	-3.7
Cc1cc(S(=O)(=O)NC2CCCCC2)ccc1OCC(=O)NCc1ccccn1	6.5	-1.6	-0.6	33.2	-12.5	0.3	-11.5	7.4	-1.0
COc1ccc(CN(C(=O)c2ccc3c(c2)OCCO3)C(C(=O)NC2CCCCC2)c2ccc3ncccc3c2)cc1 (stereo not given)	-18.5	-4.3	-2.8	15.8	-3.1	1.9	-18.1	5.9	0.2
CN1CCC(N(C)CC(O)c2ccccc2)CC1 (stereo not given)	8.6	3.7	-5.0	30.3	-4.3	-3.4	-1.4	4.7	2.1
CCC(CC)C(=O)Nc1ccncc1	-4.9	5.1	-3.7	12.3	-19.1	-5.3	-14.5	-2.4	1.3
Cn1c(=O)c2c(nc(N3CCCCCC3)n2Cc2cccc3ccccc23)n(C)c1=O	-6.2	-7.6	0.0	61.9	-9.7	-0.9	-14.9	5.8	0.1

Limited to NPY Y1 blocker, for some of the entries so far:
smiles | NPY Y1 blocker
O=C(CSc1n[nH]c(-c2ccccc2)n1)Nc1ncccn1 | -5.0
Cn1c(=O)c2c(nc(N3CCCCCC3)n2Cc2cccc3ccccc23)n(C)c1=O | 0.0

An excerpt of these results, bar-delimited.
canonical_smiles | NPY1 pot ag | NPY2 pot ag | NPY Y1 blocker | CHOP inhibitor | S1P4 antag | Ba/F3 V617F tox | p47phox inh | BaF3 parental | S1P4 agonist
O=C(CSc1n[nH]c(-c2ccccc2)n1)Nc1ncccn1 | 11.3 | 0.8 | -5.0 | -23.3 | -15.8 | -1.5 | 7.7 | 3.8 | 0.1
O=C(NCCc1c[nH]c2ccccc12)C(=O)NCC1OCCN1S(=O)(=O)c1ccccc1 (stereo not given) | 3.8 | 4.8 | -6.4 | 8.7 | 2.4 | -1.4 | -4.4 | 2.2 | -3.7
Cc1cc(S(=O)(=O)NC2CCCCC2)ccc1OCC(=O)NCc1ccccn1 | 6.5 | -1.6 | -0.6 | 33.2 | -12.5 | 0.3 | -11.5 | 7.4 | -1.0

(cont.)
SMILES	NPY1 pot ag	NPY2 pot ag	NPY Y1 blocker	CHOP inhibitor	S1P4 antag	Ba/F3 V617F tox	p47phox inh	BaF3 parental	S1P4 agonist
COc1cccc(C2=NOC(C(=O)NC3CCCCC3)C2)c1 (stereo not given)	-28.2	-22.9	3.7	-14.9	3.1	1.1	8.9	6.4	0.8
COc1ccc(NC(=O)C(c2ccc(C)cc2)N(C)C(=O)c2ccc(=O)[nH]c2)cc1 (stereo not given)	-12.8	-3.5	0.3	-6.1	-15.8	-3.7	-6.5	3.7	0.2
CCN(CC)S(=O)(=O)c1ccc(Cl)c(C(=O)NCc2ccco2)c1	14.5	2.1	-5.2	9.4	10.4	-4.1	-5.8	-1.4	-2.8
COc1ccccc1CNC(=O)COc1ccc([N+](=O)[O-])cc1	-17.2	-11.9	0.8	-7.9	-12.6	0.8	4.3	1.7	-0.7
COc1ccccc1NC(=O)c1cccc(NC(=O)c2ccco2)c1	-20.2	-7.1	3.9	16.1	-4.7	-2.2	-4.5	3.6	-2.1
COc1ccccc1/C=C/C=N/NC(=O)CCn1cnc2ccccc21	-6.5	-11.2	.	17.0	-4.5	2.9	-4.9	5.0	0.9
CCOC(=O)c1cc(C#N)c(N)nc1C	-2.7	-7.1	-5.3	13.0	-2.3	3.3	-6.2	8.2	0.5
C=CCC(Nc1ccccc1)c1ccc(OC)c(OC)c1 (stereo not given)	13.3	9.0	.	2.3	-15.8	-3.9	0.7	0.5	-0.2
COc1cc(NC(=O)c2cc(C(C)C)on2)cc(OC)c1OC	-9.3	2.1	-0.3	-15.2	-13.4	-1.7	-16.9	-0.7	1.7
Cc1ccc(Nc2nnc(SC3CCOC3=O)s2)cc1 (stereo not given)	16.3	2.2	-7.2	-4.8	-1.9	0.7	-5.6	4.1	0.5
CN(C)S(=O)(=O)c1ccc(Cl)c(NC(=O)CSc2nnnn2-c2ccc(O)cc2)c1	-28.0	-6.7	4.5	58.2	-13.0	7.5	-4.1	4.4	-0.2
C1CC1Cc1noc(CN2CCN(C3C4CC5CC(C4)CC3C5)CC2)n1 (stereo not given)	5.7	-5.5	4.6	47.9	1.1	-4.0	-3.7	3.0	1.5
COc1ccc(NC(=O)Cn2c(C)cc(=O)c3ccccc32)cc1	6.5	-8.1	-6.3	9.7	-14.9	1.0	10.2	5.5	-0.1
CCOC(=O)Cc1csc(NC(=O)C2CCCN(S(=O)(=O)c3cnc[nH]3)C2)n1 (stereo not given)	-2.8	2.8	5.8	-8.0	-16.2	-3.7	-5.9	0.3	-0.5
O=C(NNC(=O)c1sc2ccccc2c1Cl)Nc1ccc(Cl)cc1	19.6	-7.6	8.5	68.5	1.0	6.4	4.0	6.5	0.5
CCOc1ccc(N2C(=O)CC(N3CCN(c4ccc(C(=O)c5ccncc5)cc4)CC3)C2=O)cc1 (stereo not given)	9.4	-9.8	-3.5	.	-19.5	0.8	.	7.1	1.7
CC1(CCc2ccccc2)NC(=S)N(c2ccccc2)N1 (stereo not given)	-6.5	1.6	0.8	-10.1	-6.0	-0.4	-2.3	6.5	1.5
O=C(O)/C=C/C(=O)Nc1c(F)cccc1F	9.7	10.9	.	-6.3	14.8	-3.1	-7.6	-1.9	1.4
CN(C)S(=O)(=O)c1ccc(N2CCCC2)c(C(=O)NCc2ccccc2)c1	5.9	-1.7	-2.0	32.0	-1.6	1.1	-8.2	8.5	1.5
CCOC(=O)N1CCC(NC(=O)CCC(=O)N2CC(C)Oc3ccc(C)cc32)CC1 (stereo not given)	-23.1	2.9	-0.5	-5.0	-10.2	0.1	-5.6	3.2	-0.6
COc1ccc(OC)c(S(=O)(=O)N2CCC(C(=O)N3CCc4ccccc4C3)CC2)c1	-8.7	0.8	-6.5	23.4	-14.6	7.5	-2.5	10.1	0.8
COc1ccc(CN2CCC(CO)(Cc3ccccc3)CC2)cc1Cn1cccn1	-16.6	-24.8	21.4*	25.9	-8.4	-1.4	-1.4	5.3	0.5
COc1ccc(CCNC(=O)CC2SC(=NCCc3ccccc3)NC2=O)cc1 (stereo not given)	-2.4	3.0	-1.3	4.8	-17.2	3.4	-8.0	8.2	0.1
N#Cc1cn(-c2ccccc2)nc1-c1ccccc1	-12.8	-11.3	4.5	41.4	2.4	-2.6	0.8	-0.6	-0.1
c1ccc(CSc2ccc3nnc(-c4ccccn4)n3n2)cc1	-12.8	-8.8	4.9	-15.0	-5.3	-3.4	-38.5	0.8	-1.5
Cn1c(SCC(=O)OC2CCCCC2)nnc1-c1ccc2c(c1)OCO2	-1.2	4.3	10.1	12.8	-13.0	0.5	2.1	6.1	2.0
CSc1ccc(C(=O)C2CCCN(C(=O)c3csc(C(C)=O)c3)C2)cc1 (stereo not given)	-10.8	-6.5	1.9	-2.1	3.4	1.1	-1.1	1.8	0.2
CCc1ccc(N/C(N)=N/c2nc(CSc3ccccn3)cc(=O)[nH]2)cc1	-3.4	3.2	6.4	41.3	-17.8	0.8	-5.2	6.9	1.8
Cc1ccccc1C(=O)Nc1ccc(C(=O)NNC(=O)CCCOc2ccc(Cl)cc2Cl)cc1	-13.9	2.6	4.5	112.5*	-14.7	-3.2	-20.9	-0.2	0.4
CCN(CC)S(=O)(=O)c1cccc(C(=O)NCc2ccccc2)c1	6.4	2.1	-6.5	28.1	-9.6	-3.1	5.0	4.1	0.1
O=C(COC(=O)CCC(=O)c1cccs1)Nc1ccccc1[N+](=O)[O-]	3.5	-13.3	2.5	8.1	-18.7	-2.3	-6.5	1.1	0.6
CC12CN(C(=O)c3ccco3)CC(c3ccccc3)(CN(C(=O)c3ccco3)C1)C2=O	-17.1	-12.0	-5.2	32.2	-19.8	5.6	-8.9	5.1	-1.5
Cn1cc(Cl)c(-c2nc3ccccc3[nH]2)n1	0.3	3.0	2.5	-7.2	0.6	-2.8	-6.7	0.8	0.2
Cc1c(-n2c(O)c(C3=c4ccccc4=NC3=O)sc2=O)c(=O)n(-c2ccccc2)n1C	2.5	11.1	-1.3	25.6	-12.7	2.3	9.6	7.2	2.1
C=CCn1c(N2CCOCC2)nc2c1c(=O)[nH]c(=O)n2C	-8.6	-2.4	6.8	-10.9	11.8	0.8	0.8	3.6	-1.3
Cc1ccccc1N(C(=O)Cc1c[nH]c2ccccc12)C(C(=O)NC1CCCCC1)c1ccco1 (stereo not given)	-19.5	9.2	6.1	102.9*	-5.2	-3.2	-4.7	-0.9	0.9
CCC(=O)Nc1cccc(C(=O)/C=C/c2ccccc2)c1	-7.3	-5.9	-5.7	-80.9	15.4	-4.2	-5.4	0.7	0.1

High-throughput results as filed in PubChem.
